Screening results deposited in PubChem BioAssay by several laboratories.
MsrA inhibitor – bovine MsrA enzyme inhibitors, primary screen, biochemical, absorbance, HTS | Methionine sulfoxide reductase A (Bos taurus) | purified bovine MsrA, absorbance read-out | inhibition, % at 15.5 µM | hit rate 0.75% among 360,000 | AID 651718, 2012; in the data active = inhibition above about 4.5%;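 also: 0% = vehicle wells with enzyme and 100% = reference inhibitor wells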
PABP1 MLLE inh – inhibitors of PABP1 MLLE–PAM2 peptide binding, primary screen, biochemical, fluorescence polarization, FITC-PAM2, GST-MLLE. Polyadenylate-binding protein 1 (Homo sapiens), P11940. inhibition, % at 20 µM. AID 588489, 2011. hit rate 0.36% among 360,000; in the data active = inhibition above about 35%, passing the limit was not always enough;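 also: plate controls were DMSO wells with GST-MLLE for no effect and wells lacking GST-MLLE protein for full effect; some results filed as inactive read as strong as hits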
Target sequence (P11940 whole entry, looked up): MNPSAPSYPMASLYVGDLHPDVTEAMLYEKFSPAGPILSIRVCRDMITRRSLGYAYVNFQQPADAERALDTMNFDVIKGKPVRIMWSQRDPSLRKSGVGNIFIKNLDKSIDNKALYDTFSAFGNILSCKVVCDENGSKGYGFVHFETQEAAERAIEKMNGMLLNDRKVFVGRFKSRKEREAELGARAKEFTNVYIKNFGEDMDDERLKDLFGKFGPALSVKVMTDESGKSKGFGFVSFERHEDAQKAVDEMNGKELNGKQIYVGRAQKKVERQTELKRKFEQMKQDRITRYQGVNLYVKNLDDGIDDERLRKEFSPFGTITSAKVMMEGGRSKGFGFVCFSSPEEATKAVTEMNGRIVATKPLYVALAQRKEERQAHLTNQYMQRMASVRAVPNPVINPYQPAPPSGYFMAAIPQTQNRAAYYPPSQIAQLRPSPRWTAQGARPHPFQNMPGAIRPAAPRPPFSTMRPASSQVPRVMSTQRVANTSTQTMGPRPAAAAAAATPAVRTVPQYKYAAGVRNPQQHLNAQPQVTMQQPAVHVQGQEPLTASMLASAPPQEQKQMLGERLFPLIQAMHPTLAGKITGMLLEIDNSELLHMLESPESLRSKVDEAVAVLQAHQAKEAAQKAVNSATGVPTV
eLon inh – inhibitors of E. coli Lon protease, primary screen, biochemical, fluorescence polarization; purified E. coli Lon protease; P0A9M0; hit rate 0.42% among 360,000; inhibition, % at 7.94 µM; in the data active = inhibition above about 13%, passing the limit was not always enough;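 also: 0% = enzyme with probe and DMSO and 100% = no enzyme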
bovine MsrA act – bovine MsrA enzyme activators, primary screen, biochemical, absorbance, HTS | purified bovine MsrA, absorbance read-out | activation, % at 10.6 µM | hit rate 0.3% among 360,000 | AID 602163, 2012; in the data active = activation above about 7.5%;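 also: 0% = vehicle and 100% = reference activator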
FAS-TE inh – FAS thioesterase domain inhibitors, primary screen, biochemical, fluorescence intensity, uHTS | Fatty acid synthase (Homo sapiens), P49327 | recombinant FAS-TE, OMFH fluorogenic substrate, fluorescence endpoint | inhibition, % at 15 µM | hit rate 0.67% among 360,000;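 active = compounds whose normalised, plate-corrected inhibition of enzyme fluorescence in the single-dose primary screen is 50% or more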;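 also: 0% = DMSO with enzyme and 100% = substrate without enzyme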
Rpn11 block – Rpn11 (PSMD14) deubiquitinase inhibitors, primary screen, biochemical, fluorescence polarization, uHTS | calls only at 20 µM | hit rate 0.59% among 360,000 | AID 588493, 2011 | human 26S proteasome, Ub4-pepOG fluorescence polarization; 20S core pre-blocked with epoxomicin | 26S proteasome non-ATPase regulatory subunit 14 (Homo sapiens), O00487;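 active = inhibition at 20 µM, scaled to each plate's controls, above about 33%, limit read from the data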
MT1-MMP act inh – blockers of MT1-MMP proenzyme processing, primary screen, HT1080 RFP-PRO-GFP cells, GFP/RFP fluorescence | Matrix metalloproteinase-14 (Homo sapiens), P50281 | GFP/RFP ratio fluorescence, overnight; percent of plate control window, DMSO zero | GFP/RFP ratio change, % at 20 µM | hit rate 0.061% among 360,000;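 active = GFP/RFP ratio change of at least 30% with cell ATP level not reduced by more than half and red fluorescence within 50% of control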; also: strong numbers were not always called active
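Material: RFP-PRO-GFP reporter HT1080 cells. Dosing: single-point 20 µM compound, 1% DMSO. Controls: DMSO and RFP-L50D-GFP cell wells. Timing: cells overnight before dosing, compound overnight, 37 °C, 5% CO2. Measure: GFP/RFP fluorescence ratio.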
CSN deneddyl inh – inhibitors of CSN-mediated cullin deneddylation, primary screen, biochemical, fluorescence polarization, uHTS; Purified CSN, SCF-Nedd8-OG deneddylation; hit rate 0.38% among 360,000; inhibition, % at 12.5 µM;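 active = pattern-corrected inhibition above about 35%, with an unprinted fluorescence ratio check between 0.5 and 1.5, limit read from the data, passing the limit was not always enough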;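 also: 0% = enzyme with substrate and 100% = substrate without enzyme; some results filed as inactive read as strong as hits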
Target sequence (Q92905 whole entry, looked up, one chain of several): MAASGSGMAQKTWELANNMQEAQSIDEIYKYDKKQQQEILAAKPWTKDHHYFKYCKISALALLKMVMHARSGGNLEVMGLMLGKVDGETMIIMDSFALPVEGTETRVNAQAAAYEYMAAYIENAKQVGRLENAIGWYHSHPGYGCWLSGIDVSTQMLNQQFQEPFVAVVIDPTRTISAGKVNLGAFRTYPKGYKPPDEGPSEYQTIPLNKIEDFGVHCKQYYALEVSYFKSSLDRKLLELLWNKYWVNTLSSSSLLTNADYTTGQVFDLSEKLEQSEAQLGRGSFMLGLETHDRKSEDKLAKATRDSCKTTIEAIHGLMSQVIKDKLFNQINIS
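Assay system: purified human Csn5 enzyme expressed in HEK293T cells; measure: % inhibition; also added: SCFSkp2-Nedd8OG substrate at 10 nM final; technique: fluorescence polarization; times: reaction 90 min, room temperature; medium: Tris buffer pH 7.5, NaCl, DTT, Tween-20, trehalose, ovalbumin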
Rin1-Abl PPI inh – inhibitors of Rin1-Abl protein binding, primary screen, biochemical, TR-FRET; hit rate 0.4% among 360,000; inhibition, % at 7.35 µM; AID 588664, 2011; Tyrosine-protein kinase ABL1 (Homo sapiens) + Ras and Rab interactor 1 (Homo sapiens), …; in the data active = inhibition above about 5%, passing the limit was not always enough
The depositor's hits bear a star; i = inactive; . = not tested or not shown.

SMILES	MsrA inhibitor	PABP1 MLLE inh	eLon inh	bovine MsrA act	FAS-TE inh	Rpn11 block	MT1-MMP act inh	CSN deneddyl inh	Rin1-Abl PPI inh
CCNC(=O)N(CC)C[C@H]1N[C@@](C)(C(=O)OC)[C@H]2C(=O)N(C)C(=O)[C@@H]12	0.6	-2	-3	-1	-12	i	0	-3	-2
COc1ccc(NC(=S)NC(=O)C2CCCCC2)cc1	-1.8	22	13	-1	-2	i	-1	9	4
Cc1cc(C)c(OCC(=O)Nc2nnn(C)n2)c(Br)c1	-1.1	3	-4	-10	-6	i	-3	-2	3
CCCN=C1CC(C)(C)CC(=O)/C1=C(/O)CCCN1C(=O)c2ccccc2C1=O	0.7	13	-9	3	-2	i	-4	-4	-2
C#CCOCCOCCOCCNc1nc(N2CCN(C(=O)Cn3cc(CC(C)O)nn3)CC2)nc(N2CCN(C(=O)[C@H]([C@@H](C)CC)n3cc(CCCCN)nn3)CC2)n1 (some centres undefined)	0.0	-4	-4	0	-6	i	1	-2	0
Cc1ccc(C)c(N(CC(=O)NCCC2=CCCCC2)S(C)(=O)=O)c1	-0.1	9	-6	-7	-2	i	3	-3	-4
CCOC(=O)N1CCC(NC(=O)Cn2cc3c(n2)CCC(C)C3)CC1 (centres undefined)	0.6	10	-3	3	-4	i	8	0	-2
COc1ccc(Nc2oc(-c3ccc(Cl)cc3)nc2C#N)cc1	0.5	-10	5	-2	0	i	7	3	-4
O=C(c1ccc(Cl)c([N+](=O)[O-])c1)N1CCN(c2ccccn2)CC1	-1.1	4	-2	-7	18	i	4	-8	0
COc1ccc(NC(=O)CCC(=O)Nc2cc(OC)c(NC(=O)c3ccco3)cc2OC)c(OC)c1	0.0	-4	-6	-5	-5	i	2	3	2
C[C@H]1COc2cccc(N3CCN(Cc4ccccc4F)CC3)c2S(=O)(=O)N1	-0.6	.	0	-3	-8	.	3	-1	.
COc1cc(NS(=O)(=O)c2ccc(NC(=S)NC(=O)c3ccccc3)cc2)nc(OC)n1	-0.9	29	0	-4	-2	i	-1	5	2
CCOC(=O)C1(CCOc2ccccc2)CCN(Cc2ccc(-n3cccn3)cc2)CC1	0.0	9	6	-7	15	i	7	-1	2
CCC(Oc1ccccc1)C(=O)Nc1nnc(C(F)(F)F)s1 (centres undefined)	-0.1	-11	-8	-5	0	i	-2	-26	1
CC(C)Cn1cnc2c1c(=O)n(CC(=O)Nc1ccc3c(c1)OCO3)c(=O)n2Cc1ccccc1	1.6	-15	2	-1	6	i	-3	-1	-1
CCOC(=O)c1c(N)c(C#N)cn1-c1ccccc1	1.6	-2	-2	-10	-5	i	0	-7	3
Cc1ccc(N/C=C2\C(=O)C3(C)CCC2C3(C)C)cc1C (centres undefined)	1.5	-99	4	3	3	i	0	103	6
COCCN(C(=S)Nc1ccc(OC)cc1)C(C)c1cccs1 (centres undefined)	-0.8	-74	5	-2	8	i	-5	-11	-4
O=C1CC(c2ccccc2)CC(O)=C1C=NCCN1CCNCC1 (centres undefined)	1.2	13	-3	-3	-6	i	5	-1	-2
CCOC(=O)[C@H]1[C@H]2COc3ccc(Cl)cc3[C@@H]2N2C(=O)CN(C)C(=O)[C@@]12C	0.6	2	-7	-3	-6	i	1	-5	0
Cc1c(-c2ccccc2)oc2c(C(=O)OCC(=O)Nc3ccc(C(N)=O)cc3)cccc2c1=O	0.0	-6	-4	-11	7	i	1	-1	3
CCOc1ccc(N/C(N)=N/c2nc(C)cc(C)n2)cc1	-0.6	-10	-18	0	-8	i	-1	2	0
COc1ccc(NC(=O)Nc2ccc(C(C)C)cc2)cc1	3.7	-1	-1	2	-1	i	3	-4	1
CC(C)(C)c1cc(C(=O)NCCN2CCCC2)cc(C(C)(C)C)c1	-1.2	7	0	-1	4	i	3	-3	1
Cc1cc(C)cc(Oc2ccc(N)cc2)c1	0.3	13	0	-2	0	i	-3	-4	0

Continued, starting with the last 4 of the part before.
SMILES	MsrA inhibitor	PABP1 MLLE inh	eLon inh	bovine MsrA act	FAS-TE inh	Rpn11 block	MT1-MMP act inh	CSN deneddyl inh	Rin1-Abl PPI inh
CCOc1ccc(N/C(N)=N/c2nc(C)cc(C)n2)cc1	-0.6	-10	-18	0	-8	i	-1	2	0
COc1ccc(NC(=O)Nc2ccc(C(C)C)cc2)cc1	3.7	-1	-1	2	-1	i	3	-4	1
CC(C)(C)c1cc(C(=O)NCCN2CCCC2)cc(C(C)(C)C)c1	-1.2	7	0	-1	4	i	3	-3	1
Cc1cc(C)cc(Oc2ccc(N)cc2)c1	0.3	13	0	-2	0	i	-3	-4	0
O=C(CCC(=O)OCc1cccc([N+](=O)[O-])c1)Nc1ccccc1Cl	-0.7	17	-7	-1	-6	i	-5	2	2
CNS(=O)(=O)c1cccc(C(=O)OCc2cc(=O)n3cc(Br)ccc3n2)c1	2.6	-4	0	-4	-5	i	5	-16	-7
COc1cc(C=O)ccc1OCCCOc1ccccc1C(=O)O	0.1	3	-6	-9	0	i	-1	2	3
c1ccc(C(c2ccccc2)N2CCN(Cc3nc(-c4cnccn4)no3)CC2)cc1	-0.2	9	-11	-4	4	i	-7	2	-2
CCOc1ccc(NC(=O)CSc2nnc(C)n2CC)cc1	-1.4	4	-8	-1	-2	i	-2	2	0
NC(=O)c1ccc(-c2ccccc2F)cc1	-1.0	-6	-6	1	-4	i	0	3	1
CCOc1ccc(NC(C(=O)Nc2cccc(C(C)=O)c2)c2ccccc2)cc1 (centres undefined)	1.1	-6	-13	9.5*	21	i	9	-2	0
Cc1noc(C)c1C(=O)NCCc1ccccc1	0.1	-1	1	-12	-16	i	-4	3	3
CNC(=O)C(=O)NCC(c1cccs1)S(=O)(=O)c1ccc(F)cc1 (centres undefined)	1.8	2	-7	0	-5	i	-3	-2	2
Cn1c(CSc2nc3ccccc3s2)n[nH]c1=S	0.0	5	-3	2	2	i	4	-9	-2
COc1ccc(CNc2nc3nc(-c4ccccc4)cc(=O)n3[nH]2)cc1OC	0.2	9	-5	-3	-4	i	10	-1	0
Cc1ccc(CNC(=O)CNC(=S)N(Cc2ccccc2)Cc2cccnc2)cc1	0.4	-132	4	-2	5	i	1	-4	-1
C=CCn1cccc(C(=O)Nc2ccc(OC)c(OC)c2)c1=O	2.6	2	-5	-7	-7	i	3	-7	-1
Cc1cccc(C)c1NC(=O)CN(C)C(=O)C1CCN(c2ncnc3sc(C)c(C)c23)CC1	-1.2	-13	2	-3	0	i	0	-1	-2
O=C(NCc1ccccc1)C(Cc1ccccc1)NS(=O)(=O)c1cccc2nsnc12 (centres undefined)	0.8	-5	1	-1	0	i	5	1	-1
CC(C)N1CCN(Cc2cccc(-n3cccn3)c2)CC1CCO (centres undefined)	-0.5	5	-5	-4	-5	i	3	-3	-1
c1cc(CCCc2ccncc2)ccn1	-0.1	2	-2	-3	-3	i	-1	-2	2
Cc1cccc(/C=N\NC(=O)c2csnn2)c1	3.0	3	-7	-8	-10	i	5	-1	-4
CCCCCOC(=O)c1cc(=O)[nH]c2ccccc12	0.7	-11	-14	-2	10	i	5	2	3
CCCS(=O)(=O)N1CCN(Cc2ccco2)CC1	-0.7	-6	-6	-2	-3	i	-5	3	1
CCOC(=O)N1CCN(C(=O)c2c(-c3c(Cl)cccc3Cl)noc2C)CC1	0.2	-2	-3	-1	-5	i	-4	-1	-1
CCCCn1c(=S)[nH]c2cc(S(=O)(=O)N3CCCCC3)ccc21	-0.1	-70	-11	-1	-2	i	-4	-2	-4
Cc1nnc(SCc2ccccc2C#N)n1-c1ccccc1	-1.1	-3	-1	-2	-4	i	3	-2	1
O=C(CSc1ncccn1)NCc1ccc2c(c1)OCO2	-1.1	-7	-5	-1	-6	i	2	0	1
Cc1c(NS(=O)(=O)c2ccc(N=NN(C)C)cc2)c(=O)n(-c2ccccc2)n1C	1.8	7	-4	-1	-4	i	2	1	-4

Later entries
SMILES	MsrA inhibitor	PABP1 MLLE inh	eLon inh	bovine MsrA act	FAS-TE inh	Rpn11 block	MT1-MMP act inh	CSN deneddyl inh	Rin1-Abl PPI inh
COc1ccc(-c2noc(CCC(=O)N3CCN(c4ccc(C(F)(F)F)cc4)CC3)n2)cc1	-1.3	-2	-12	-9	-6	i	4	6	-1
Cc1cccc(CC(Cc2nc3ccccc3[nH]2)c2nc3ccccc3[nH]2)c1 (centres undefined)	-0.3	-1	2	1	14	i	-11	7	-1
CC(=O)Nc1cccc2c1OCCO2	0.6	-2	0	-2	-7	i	-1	7	-2
COc1ccc(C(=O)NCCc2nnc(SCC(=O)Nc3ccc(Br)cc3)n2C)cc1	-0.1	1	2	-3	-5	i	2	-2	0
C[C@H](C(=O)NCc1ccccc1)C(=O)c1ccccc1	0.6	12	-8	-7	-3	i	2	3	2
Cc1ccc(Nc2nnc(-c3ccccc3N)o2)cc1C	0.7	2	1	-6	-4	i	3	-5	1
O=C(NCCc1ccco1)c1nn(Cc2ccccc2)c(=O)c2ccccc12	0.3	-9	-9	-1	10	i	8	4	0
Cc1ccc(OCC(O)CN2CCN(Cc3ccc4c(c3)OCO4)CC2)cc1C (centres undefined)	-0.4	7	8	-1	-10	i	-9	-8	-5
c1ccc(NC2=NCCN2CC2CCCC2)cc1	-0.3	4	-16	-4	-11	i	1	3	-1
O=C(NCc1ccc(Cl)cc1)c1noc2c1CCCCC2	0.7	14	4	-1	13	i	6	0	-4
CC(C)Cc1csc(NC(=O)c2ccc(Br)cc2)c1C(=O)O	-0.3	7	-2	-4	0	i	-1	-2	1
Cc1ccccc1OCc1nc2ccc(S(=O)(=O)N3CCOCC3)cc2[nH]1	-0.5	30	1	-1	-2	i	3	1	-4
O=C(CSc1nccc(=O)[nH]1)Nc1ccc(F)c(Cl)c1	1.0	15	-9	-1	-16	i	2	2	-1
COc1ccc(S(=O)(=O)N2CCC(C(=O)NCCC(=O)NCc3ccncc3)CC2)cc1	-0.3	-2	-1	1	-5	i	0	-10	2
COC(=O)Nc1nnc(/C=C/c2ccc(OC)cc2)s1	3.8	-3	-11	-4	-4	i	3	8	0
COc1cc(OC)c(C2N(c3ccc(Cl)cc3)C(=O)C3CCCN32)cc1OC (centres undefined)	0.2	4	3	-3	-2	i	-2	1	4
COc1ccc(CC(=O)NCc2ccccc2Cl)cc1S(=O)(=O)N1CCOCC1	-0.3	-8	2	-2	-6	i	-3	-2	-2
COc1ccc(NC(=O)Cc2nnc(SCC(=O)c3ccc(F)cc3)n2C)cc1	0.0	-9	3	-3	-4	i	-1	-2	-2
COc1cc2oc3ccccc3c2cc1N(CC(=O)N(C)C)S(=O)(=O)c1ccc(C)cc1	0.0	-2	6	-5	-5	i	-1	5	0
CCOC(=O)/C(C#N)=C/c1ccc(OCC(=O)Nc2ccccc2)c(OC)c1	-1.4	2	-4	-1	-1	i	-2	2	-5

Compounds were not picked by outcome; 3.7% or so of the library scored in one or more.
